rTrxR1 inhibitor = inhibitors of rat thioredoxin reductase 1. Potency, µM (highest dose often 114 µM), without a hit: at the top dose activity change, negative = inhibition, most hits filed as inhibitors. recombinant rTrxR1, NADPH fluorescence consumption, selenite substrate. actives 1% (n = 390,000). O89049; further: potency means the concentration at half of the fitted maximal effect; on the % scale 0 is the no-effect control and ±100 the full control effect; nearly all actives have a fitted effect of over 65% in size
Target sequence (O89049 whole entry, looked up): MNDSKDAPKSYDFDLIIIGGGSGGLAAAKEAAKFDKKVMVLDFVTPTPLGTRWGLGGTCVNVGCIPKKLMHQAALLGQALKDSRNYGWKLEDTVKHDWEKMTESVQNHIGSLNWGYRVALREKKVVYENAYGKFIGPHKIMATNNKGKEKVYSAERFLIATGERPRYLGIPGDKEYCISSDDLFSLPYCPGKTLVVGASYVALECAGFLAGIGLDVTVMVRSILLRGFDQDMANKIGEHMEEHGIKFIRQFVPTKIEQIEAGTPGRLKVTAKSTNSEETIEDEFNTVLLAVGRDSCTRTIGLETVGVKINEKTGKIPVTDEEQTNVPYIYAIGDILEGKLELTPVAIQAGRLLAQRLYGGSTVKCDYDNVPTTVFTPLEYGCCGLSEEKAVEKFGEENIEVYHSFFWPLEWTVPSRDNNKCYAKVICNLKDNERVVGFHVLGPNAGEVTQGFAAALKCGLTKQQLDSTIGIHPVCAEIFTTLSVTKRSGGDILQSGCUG
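Rat TrxR1 (90 nM in the dispensed reagent) was pre-reduced with 400 uM NADPH for 5 min at room temperature, then incubated with compound for 15 min. After 400 uM selenite was added, NADPH fluorescence (Ex 340/Em 450 nm) was followed for 8 min.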
LDHA block = inhibitors of human lactate dehydrogenase A; P00338; actives 0.15% (n = 480,000); purified LDHA, NADH/diaphorase-resazurin fluorescence; stronger effect = lower value; AID 1347041; activity change, % (values are at about 110 or 230 µM); in the data active means activity change below about -30%; inconclusive means mostly about -25% to -30%;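 further: plate controls were DMSO wells for no effect and wells without enzyme for full effect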
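Human LDH5 at 2 nM final in Tris HCl pH 7.4 with 0.06 mM NADH and 0.2 mM pyruvate, reacted 5 minutes at room temperature. Remaining NADH coupled via diaphorase/resazurin; resorufin fluorescence read at 0 and 20 minutes, normalized to enzyme-free and DMSO wells.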
mIDH1 inhibitor = blocks human mutant IDH1 R132H enzyme; Potency, µM (doses to about 76.6 µM), for inactives: at the top dose activity change, negative = inhibition, hits mostly inhibitors; actives 0.093% (n = 390,000); O75874; IDH1-R132H enzyme, NADPH consumption, diaphorase/resazurin fluorescence; further: potency means the concentration at half of the fitted maximal effect; on the % scale 0 is the no-effect control and ±100 the full control effect; nearly all actives have a fitted effect of over 65% in size
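IDH1-R132H (0.5 ug/mL dispensed) in pH 7.5 Tris buffer was preincubated 30 min with compound, then given a substrate mix of 0.016 mM NADPH and 2 mM alpha-KG for 80 min at room temperature; remaining NADPH was read by diaphorase/resazurin fluorescence.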
RGS4 inh = blocks human RGS4-accelerated GTP hydrolysis. P49798. Transcreener GDP fluorescence polarization, RGS4-accelerated GTP hydrolysis. Potency, µM (doses to about 114 µM), for inactives: at the highest dose activity change, negative = inhibition, usual class: inhibitors. actives 0.039% (n = 390,000). AID 504845; further: potency means the concentration at half of the fitted maximal effect; on the % scale 0 is the no-effect control and ±100 the full control effect; nearly all actives have a fitted effect of over 75% in size; some results filed as inactive show a strong effect at the top dose
Target sequence (P49798 whole entry, looked up): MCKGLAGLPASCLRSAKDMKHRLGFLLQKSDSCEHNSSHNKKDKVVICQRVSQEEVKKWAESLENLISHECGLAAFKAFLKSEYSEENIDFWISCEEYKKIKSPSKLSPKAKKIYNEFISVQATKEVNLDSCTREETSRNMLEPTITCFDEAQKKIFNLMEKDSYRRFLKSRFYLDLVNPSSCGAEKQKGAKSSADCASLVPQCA
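MLSMR compounds (23 nl, pin-transferred) preincubated 10 min at room temperature with a 500nM (2x) first reagent, then RGS4 at 900nM (2x) plus Transcreener GDP mix added; fluorescence polarization (620/688 nm) read before and after 90 min at 30 °C.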
USP1 inh = blocks the human USP1/UAF1 deubiquitinase complex | O94782 | recombinant USP1/UAF1, Ub-Rhodamine cleavage fluorescence | Potency, µM (series often up to 57.1 µM), for the others: at the highest dose activity change, negative = inhibition, most hits filed as inhibitors | actives 0.23% (n = 390,000); further: potency means the concentration at half of the fitted maximal effect; on the % scale 0 is the no-effect control and ±100 the full control effect; nearly all actives have a fitted effect of over 60% in size; inactives centre near -12
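USP1/UAF1 complex at 1 nM was preincubated with compound for 15 min at room temperature, then Ub-Rho substrate (150nM final) was added. Fluorescence (480/540 nm) was read kinetically, 6 reads every 60 seconds.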
Vif-A3G inh = Vif-A3G binding inhibition; Q9HC16; actives 0.076% (n = 410,000); HeLa A3G-eYFP + Vif (tagged APOBEC3G with the HIV-1 protein that degrades it), YFP fluorescence, overnight; Potency, µM (titrated, usually from 46.1 µM), without a hit: at the highest dose activity, negative = active, hits mostly inhibitors;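 further: potency means the concentration at half of the fitted maximal effect; on the % scale 0 is the no-effect control and ±100 the full control effect; nearly all actives have a fitted effect of over 60% in size; hits raise eYFP signal because A3G escapes Vif-driven loss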
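Read-out is eYFP fluorescence (Ex 488/Em 500-530) from Vif-expressing HeLa A3G-eYFP cells; more signal means A3G escaped Vif-mediated degradation. Cells plated overnight, compound pinned in, incubated overnight at 37 deg C.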
Vif-APOBEC3F blk = Vif-A3F binding inhibition; actives 0.2% (n = 390,000); HeLa A3F-eYFP + Vif (tagged APOBEC3F with the HIV-1 protein that degrades it), YFP fluorescence increase; Potency, µM (top dose mostly 46.1 µM), inactives show at the highest dose activity, negative = active; further: potency means the concentration at half of the fitted maximal effect; % of control where 0% means no effect; nearly all actives have a fitted effect of over 65% in size
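HeLa cells stably expressing A3F-eYFP plus Vif, plated and incubated overnight at 37 deg C, then exposed to compounds overnight at 37 deg C. Blocked degradation read as raised yellow fluorescence (Ex 488/Em 500-530).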
TrxR1 substrate = rat thioredoxin reductase 1 substrate activity; purified TrxR1 substrate turnover, NADPH consumption readout; Potency, µM (top dose mostly 114 µM), for inactives: at the highest dose activity change, negative = substrate turnover; actives 0.01% (n = 390,000); further: potency means the concentration at half of the fitted maximal effect; on the % scale 0 is the no-effect control and ±100 the full control effect; nearly all actives have a fitted effect of over 50% in size
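Rat TrxR1, dispensed at 90 nM, was prereduced with 400 uM NADPH (final) for 5 min at ~22 deg C, then incubated with compound 15 min before 400 uM selenite. A first-read NADPH fluorescence drop versus no-compound background flagged substrates.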
Glioma ERSR ind = induces the endoplasmic reticulum stress response in human glioma cells; U87-MG GRP78 promoter luciferase reporter, 16 h; Potency, µM, for the others: top-dose activation, hits mostly activators; actives 0.02% (n = 420,000); AID 602332; further: potency means the concentration at half of the fitted maximal effect; series mostly up to about 76 µM; % of control where 0% means no effect; nearly all actives have a fitted effect of over 35% in size
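Stably transfected U87-MG human glioma cells carrying a GRP78-based luminescent sensor were seeded at 1000 cells/well, pin-dosed with compounds and incubated 16 h. Luciferase reagent was then added, and end-point luminescence was read after 10 min at room temperature.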
The depositor's hits bear a star; ? = inconclusive; · = not tested or not shown; & = joins results of further samples; [ ] = dose if it differs, or a comment. Unless noted, the call rests on the fitted dose curve; in most records, active means well fitted curve in the direction sought with a large enough effect; inconclusive means small, poorly fitted or top-dose-only effect, or another doubt; inactive means no such curve, though single readings can be large; an effect the other way counts as inactive or inconclusive.

entry	Structure	TrxR1 substrate	Glioma ERSR ind	Vif-APOBEC3F blk	rTrxR1 inhibitor	mIDH1 inhibitor
1	NC(=O)Nc1ccc(Oc2c(F)c(F)c(F)c(F)c2F)cc1	-11%	4%	-1%	-5%	6%
2	Cc1cc(=O)oc(C)c1C(=O)Nc1cnc2ccccc2c1	7%[57.1 µM]	0%	10%	2%[57.1 µM]	2%
3	O=C(COC(=O)CNC(=O)C1CCCCC1)Nc1ccc(Br)cc1Br	1%	-1%	-1%	3%	1%
4	CCOC(=O)c1ccc(OC(=O)c2cn(-c3cccc(OC)c3)c(=O)c3ccccc23)cc1	5%[57.1 µM]	4%	-2%	19%[57.1 µM]	2%
5	CCC(C)(C)n1nnnc1C(c1ccncc1)N1CCC(C)CC1 (stereo not drawn)	-1%	-4%	-1%	5%	5%
6	CCc1cccc(NC(=O)c2coc(=O)c3ccccc23)c1	-5%	-2%	-6%	18%	10%
7	O=S(=O)(c1ccccc1)N1CCN=C1SCc1c(F)cccc1Cl	-11%	-2%	5%	-10%	23%
8	CCNC(=S)N1CCN(CC(=O)Nc2ccc(Br)cc2)CC1	5%	-4%	-3%	11%	1%
9	O=C(O)c1cc(S(=O)(=O)N2CC3CC3C2C(=O)O)c(Cl)cc1Cl (stereo not drawn)	-6%	2%	-4%	4%	-5%
10	O=S(=O)(c1ccc(Cl)s1)N1CCC(Cc2ccccc2)CC1	-1%	-4%	2%	-8%	9%
11	Cc1cc(N2CCN(c3ccccc3F)CC2)n2cnnc2n1	1%	-3%	-9%	1%	37%[activator]
12	Cc1cc(=O)n(CC(=O)N2CCCc3ccccc32)c2c1c(C)nn2-c1cccc(F)c1	3%[57.1 µM]	-2%	3%	16%[57.1 µM]	-6%
13	COc1ccc(NS(=O)(=O)c2cccc(C(=O)NCC(c3ccc(F)cc3)N3CCOCC3)c2)cc1 (stereo not drawn)	-2%	-5%	2%	23%	6%
14	N#Cc1ccc(NC(=O)N2CCC(c3nc4c(nnn4Cc4cccc(Cl)c4)c(=O)[nH]3)CC2)cc1	2%	-5%	0%	7%	7%
15	CCN1C(=O)C(CC(=O)Nc2ccc(F)cc2)N(Cc2cccs2)C1=S (stereo not drawn)	5%[57.1 µM]	6%	-3%	22%[57.1 µM]	1%

entry	USP1 inh	Vif-A3G inh	LDHA block	RGS4 inh
1	-1%	-17%	-4	23%
2	-11%	-1%	2	-7%
3	-16%	1%	-3	-16%
4	-13%	2%	2	6%
5	-16%	2%	-1	-12%
6	-11%	-6%	-3	-8%
7	-13%	2%	-2	-6%
8	-17%	0%	-8	-19%
9	-12%	-1%	-1	10%
10	-5%	0%	1	-7%
11	-7%	6%	-7	16%
12	-20%	-1%	-1	-4%
13	-14%	-1%	-1	12%
14	-1%	-5%	3	-3%
15	-19%	3%	-3	-10%

Later entries:
entry	Structure	TrxR1 substrate	Glioma ERSR ind	Vif-APOBEC3F blk	rTrxR1 inhibitor	mIDH1 inhibitor
16	Cc1ccc(-c2nnc(Nc3ccc(S(N)(=O)=O)cc3)c3ccccc23)cc1S(=O)(=O)N1CCCCC1	3%	-2%	1%	-14%	-9%
17	Cc1ccccc1C(=O)NC(C)c1ccc2c(c1)CCCC2 (stereo not drawn)	-7%	2%	·	-7%	3%
18	CCOC(=O)N1CCC(NC(=O)CS(=O)Cc2nc(-c3ccc(C)cc3)oc2C)CC1 (stereo not drawn)	7%	1%	0%	?	-1%
19	CCN1C(=O)CC(N2CCC(Nc3ccc(OC)cc3)CC2)C1=O (stereo not drawn)	8%[57.1 µM]	-8%	-13%	10%	-2%
20	Cc1ccc(-c2csc(N(Cc3ccccc3)C(=O)COc3ccccc3)n2)cc1	4%	-1%	2%	6%	0%
21	C[C@@H]1CN(C(=O)c2nc3ccc(Cl)cn3c2CN(C)CCc2cnn(C)c2)C[C@H](C)O1	4%	0%	5%	3%	-8%
22	CC(C)(C)c1cc(NC(=O)COC(=O)c2nccnc2N)n(-c2ccccc2)n1	154%[activator]	1%	-1%	-12%	1%
23	COc1ccccc1CNC(=O)[C@@H]1CCCN1S(=O)(=O)c1ccccc1F	7%	-6%	-12%	25%	30%[activator]
24	CCN1CCc2c(OCC(=O)Nc3ccccc3)cccc2C1=O	-6%	-2%	-1%	4%	8%
25	CCN1C(=O)[C@H]2[C@@H](c3ccc(-c4ccc(C(C)=O)cc4)cc3)N3CCC[C@@]3(C(=O)OC)[C@H]2C1=O	8%[57.1 µM]	-1%	6%	8%[57.1 µM]	-1%
26	CCOC(=O)C1CCCN(c2c(NCCc3cccc(C)c3)c(=O)c2=O)C1 (stereo not drawn)	7%	-4%	-7%	31%	1%
27	O=C(CN1CCc2ccccc2C1)Nc1cc(S(=O)(=O)N2CCOCC2)ccc1N1CCOCC1	-3%	-1%	-12%	-1%	-2%
28	CC(Oc1ccc(F)cc1)C(O)CCN(C)C (stereo not drawn)	5%	-3%	-1%	25%	-9%
29	O=c1[nH]c(=S)[nH]c2sccc12	3%[57.1 µM]	0%	0%	-19%[57.1 µM]	-1%
30	c1ccc2c(-c3nc4ccccc4[nH]3)cccc2c1	·	0%	0%	·	-5%

entry	USP1 inh	Vif-A3G inh	LDHA block	RGS4 inh
16	-10%	-2%	-5	1%
17	-2%	-2%	9	12%
18	-9%	3%	-3&2	-2%
19	-10%	0%	14	-11%
20	-14%	0%	0	-32%
21	?	4%	-1	32%
22	-16%	0%	0	12%
23	-9%	-1%	-10	22%
24	-6%	-1%	-2	-20%
25	?	-5%	-6	18%
26	-19%	0%	-3	3%
27	-23%	0%	0	-28%
28	-21%	0%	-2	-17%
29	5%	-2%	-3	-33%
30	?	6.3µM*	-3	·

Brought forward from above: 5 compounds, followed by the next part.
entry	Structure	TrxR1 substrate	Glioma ERSR ind	Vif-APOBEC3F blk	rTrxR1 inhibitor	mIDH1 inhibitor
26	CCOC(=O)C1CCCN(c2c(NCCc3cccc(C)c3)c(=O)c2=O)C1 (stereo not drawn)	7%	-4%	-7%	31%	1%
27	O=C(CN1CCc2ccccc2C1)Nc1cc(S(=O)(=O)N2CCOCC2)ccc1N1CCOCC1	-3%	-1%	-12%	-1%	-2%
28	CC(Oc1ccc(F)cc1)C(O)CCN(C)C (stereo not drawn)	5%	-3%	-1%	25%	-9%
29	O=c1[nH]c(=S)[nH]c2sccc12	3%[57.1 µM]	0%	0%	-19%[57.1 µM]	-1%
30	c1ccc2c(-c3nc4ccccc4[nH]3)cccc2c1	·	0%	0%	·	-5%
31	CCc1ccc(S(=O)(=O)N2CCN(C(=O)c3cccnc3)CC2)cc1	10%	-3%	-4%	32%[activator]	13%
32	CCc1nnc(NC(=O)[C@@H](NC(=O)c2cccc(S(=O)(=O)N(CC)CC)c2)C(C)C)s1	2%	-5%	3%	20%	1%
33	COc1ccc(C(=O)NC2CC2)cc1OC1CCN(Cc2cnn(C)c2C)CC1	0%	-4%	1%	9%	-6%
34	O=C(CSc1nc2c(oc3ccccc32)c(=O)n1Cc1ccco1)Nc1ccccc1Cl	4%	-2%	1%	27%	19%
35	O=C(Cn1ncc2ccccc21)N1CCN(c2cccc(C(F)(F)F)c2)CC1	17%	-1%	-9%	39%	11%
36	CCCCNC(=O)Nc1nnc(SCC(=O)OCC)s1	-2%	-13%	-3%	4%	-10%
37	O=C(O)c1ccc(CSc2nc3ccccc3[nH]2)cc1	7%	0%	-17%	21%	16%
38	CCOC(=O)c1cnc2c(C)cccc2c1NCc1ccco1	8%	-1%	-7%	-3%	7%
39	CCc1cc2c(=O)c(-c3nc4ccccc4n3C)coc2c(CN2CCOCC2)c1O	3%[57.1 µM]	-5%	-3%	17%[57.1 µM]	2%
40	COc1cc(S(=O)(=O)n2ccnc2C(C)C)ccc1Br	7%[11.4 µM]	-1%	-6%	8%	-9%

entry	USP1 inh	Vif-A3G inh	LDHA block	RGS4 inh
26	-19%	0%	-3	3%
27	-23%	0%	0	-28%
28	-21%	0%	-2	-17%
29	5%	-2%	-3	-33%
30	?	6.3µM*	-3	·
31	-22%	0%	-9	19%
32	-1%	0%	1	-9%
33	-9%	0%	-10	-13%
34	-21%	-2%	-10	12%
35	?	-3%	-4	24%
36	-8%	0%	-15	11%
37	-18%	0%	-8	-12%
38	-4%	0%	-9	12%
39	-8%	-4%	-8	-11%
40	-6%	-1%	-3	5%

Bioassay records from PubChem.

Some of the compounds tested; rates above refer to the full screens.
